Source: PubChem
TRb SRC2 PPI – disrupts binding of human TR beta to SRC2; P10828; TRbeta-SRC2 peptide binding, fluorescence polarization; receptor liganded with 1 µM T3; Potency, µM (series often up to 106 µM), without a hit: at the highest dose activity change, negative = inhibition, most hits filed as inhibitors; 280,000 tested, 0.065% active; AID 1469;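 note: plate controls were bound peptide for no effect and peptide without receptor for full effect; nearly all actives have a fitted effect of over 50% in size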
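Assay buffer: 20 mM Tris-HCl, 100 mM NaCl, 10% glycerol, 1 mM EDTA, 0.01% NP-40, 1 mM DTT, 1 uM T3, 5% DMSO; TRb LBD 0.6 uM, Texas Red SRC2 20 nM; FP after 5 hr.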
TexasRed fluor – Texas Red fluorescence interference in TRb-SRC2 counter-screen. TRb/SRC2 Texas Red total fluorescence interference. Potency, µM (titrated, usually from 106 µM), inactives show at the top dose fluorescence change, negative = quenching. 280,000 tested, 0.29% active. AID 1479; active = well fitted curve in either direction with a large enough effect; inconclusive = small, poorly fitted or top-dose-only effect
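Human TRb ligand-binding domain at 0.6 uM with 20 nM Texas Red SRC2 peptide in Tris buffer containing 1 uM T3 and 5% DMSO, incubated with compound 5 h at ambient temperature. Total fluorescence (555/632 nm) calculated as parallel + 2 × perpendicular.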
GoLoco inh red – RGS12 GoLoco-Gai1 interaction inhibition. P63096. Gai1:RGS12 GoLoco peptide FP, rhodamine, 10 min. Potency, µM (top dose mostly 61.6 µM), without a hit: at the top dose activity, negative = inhibition, actives largely listed as inhibitors. 230,000 tested, 0.44% active. AID 880; active = well fitted inhibition curve with a large enough effect, not every such curve was filed as active; inactive = no such curve, though single readings can be large or run the other way; note: nearly all actives have a fitted effect of over 30% in size; many of its hits are not listed in these tables
GAA spleen mod – inhibits or activates alpha-glucosidase in human spleen homogenate; human spleen homogenate, 4-MU-alpha-glucoside fluorescence; Potency, µM (series often up to 79.9 µM), without a hit: at the highest dose activity change, negative = inhibition, usual class: inhibitors; 240,000 tested, 0.006% active; AID 2112;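 note: 0% = enzyme with vehicle and -100% = no enzyme basal signal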
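AC50 values come from Hill-equation fits of concentration-response data, normalized to no-enzyme and full-activity controls. Enzyme source: 1 ug human spleen homogenate; 1 mM fluorogenic 4-MU glucoside, pH 5.0 citrate buffer, 37 C, 40 min.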
GAA glycogen mod – inhibitors or activators of human alpha-glucosidase glycogen cleavage. P10253. recombinant GAA, glycogen substrate, Amplex Red glucose oxidase fluorescence. Potency, µM (top dose mostly 76.4 µM), for the others: at the top dose activity change, negative = inhibition, most hits filed as inhibitors. 300,000 tested, 0.38% active. AID 2100;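 note: 0% = full enzyme reaction and -100% = no-enzyme basal signal; the screen sought inhibitors and activators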
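Recombinant human alpha-glucosidase (4 nM final) hydrolysed bovine liver glycogen (30 ug) for 40 min at 37 C in pH 5.0 citrate/phosphate with 0.01% Tween-20. Released glucose detected by glucose oxidase/Amplex Red, Ex 573/Em 610 nm. Compounds up to 77 uM; AC50 from Hill fits.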
L3MBTL1 inh – inhibitors of human L3MBTL1. AlphaScreen L3MBTL1–H3K9me1 peptide binding. Potency, µM (highest dose often 57.1 µM), without a hit: at the highest dose activity, negative = inhibition, actives largely listed as inhibitors. 230,000 tested, 0.66% active; note: nearly all actives have a fitted effect of over 60% in size
Target sequence (Q9Y468 whole entry, looked up): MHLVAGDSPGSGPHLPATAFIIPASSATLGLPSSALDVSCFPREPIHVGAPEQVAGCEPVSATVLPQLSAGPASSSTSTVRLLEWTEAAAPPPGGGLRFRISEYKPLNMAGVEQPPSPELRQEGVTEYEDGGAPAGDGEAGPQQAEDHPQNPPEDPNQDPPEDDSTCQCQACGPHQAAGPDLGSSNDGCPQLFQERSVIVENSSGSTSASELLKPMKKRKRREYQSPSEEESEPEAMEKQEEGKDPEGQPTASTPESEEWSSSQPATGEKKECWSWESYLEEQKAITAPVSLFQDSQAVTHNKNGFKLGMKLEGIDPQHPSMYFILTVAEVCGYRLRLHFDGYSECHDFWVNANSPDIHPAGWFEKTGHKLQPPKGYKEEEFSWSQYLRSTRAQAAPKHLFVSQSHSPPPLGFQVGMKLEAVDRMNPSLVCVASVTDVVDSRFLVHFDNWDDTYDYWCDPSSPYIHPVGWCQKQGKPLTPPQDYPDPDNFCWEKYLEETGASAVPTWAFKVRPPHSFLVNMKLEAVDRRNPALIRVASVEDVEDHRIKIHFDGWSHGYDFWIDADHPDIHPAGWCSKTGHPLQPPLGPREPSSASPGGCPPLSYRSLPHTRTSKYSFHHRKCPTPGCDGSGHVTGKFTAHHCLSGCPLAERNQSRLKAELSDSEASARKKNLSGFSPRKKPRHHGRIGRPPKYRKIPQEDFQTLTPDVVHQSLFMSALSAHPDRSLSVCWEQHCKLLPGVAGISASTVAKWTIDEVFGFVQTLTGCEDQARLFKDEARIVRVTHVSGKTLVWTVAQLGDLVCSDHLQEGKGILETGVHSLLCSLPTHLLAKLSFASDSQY
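L3MBTL1 50 nM + b-AHA-H3(1-15)K9me1 75 nM, 30 min RT; compound added, 30 min RT; streptavidin donor/Ni-chelate acceptor beads 10 ug/mL each final, 30 min RT dark; AlphaScreen read.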
RECQ1 helicase – RECQ1 (human) helicase inhibition. P46063. RECQ1 DNA unwinding, red fluorescence kinetic read. Potency, µM (series often up to 57.3 µM), inactives show at the top dose activity, negative = inhibition, most hits filed as inhibitors. 240,000 tested, 0.54% active. AID 2549;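 note: plate controls were vehicle for no effect and no enzyme for full effect; nearly all actives have a fitted effect of over 30% in size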
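RECQ1T1 50 nM; forked duplex (20 bp + 30-nt ss tails) 200 nM, ATP 2 mM final; pH 8.0, 2 mM MgCl2, 2.5 ug/ml poly(dI-dC); 15 min compound preincubation; discontinuous kinetic read over 2 h at RT.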
GAA inh – alpha-glucosidase (human) inhibition; P10253; purified human GAA, 4-MU-alpha-glucoside fluorescence; Potency, µM (titrated, usually from 76.9 µM), inactives show top-dose activity change, negative = inhibition, actives largely listed as inhibitors; 200,000 tested, 0.005% active; AID 1466;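 note: plate controls were uninhibited enzyme wells for no effect and no-enzyme background for full effect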
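Enzyme (4 nM final) mixed with compound (up to 77 uM), then 4-MU-alpha-D-pyranoside (400 uM final) added; 20 min at room temperature, pH 5.0. Reaction stopped at pH 10, fluorescence read, AC50 derived by Hill fit.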
* marks the source's active call; other numbers are inactive results; [ ] = remark or other dose. Unless noted, calls come from the whole dose curve; as a rule, active = well fitted curve in the direction sought with a large enough effect; inconclusive = small, poorly fitted or top-dose-only effect, or another doubt; inactive = no such curve, though single readings can be large; an effect the other way counts as inactive or inconclusive. Unless noted, % is set by controls: 0 for no effect and ±100 for the full control effect; potency is the fitted concentration of half-maximal effect.

For Cc1cc(Nc2ccc(Br)cc2F)n2nc(C)nc2n1 the results were TRb SRC2 PPI 5%, TexasRed fluor -3%, GoLoco inh red 5%, GAA spleen mod 0%, GAA glycogen mod -1%, L3MBTL1 inh 28%, RECQ1 helicase -13% and GAA inh 1%.
For COc1ccc(C)cc1NC(=O)C(=O)N/N=C(\C)CC(=O)Nc1cccnc1 the results were TRb SRC2 PPI -2%, TexasRed fluor 1%, GoLoco inh red 22%, GAA spleen mod 1%, GAA glycogen mod inconclusive, L3MBTL1 inh 3%, RECQ1 helicase -1% and GAA inh 0%.
For Cc1ccc(-n2c(C)cc(C(=O)CSc3nncs3)c2C)cc1 the results were TRb SRC2 PPI -21%, TexasRed fluor 0%, GoLoco inh red 10%, GAA spleen mod 0%, GAA glycogen mod 14%, L3MBTL1 inh -11%, RECQ1 helicase 1% and GAA inh -14%.
Cc1cc(C)n(-c2nc(SCC(=O)Nc3nccs3)c3c4c(sc3n2)COC(C)(C)C4)n1 was read as TRb SRC2 PPI -1%, TexasRed fluor -2%, GAA spleen mod 1%, GAA glycogen mod 10%, L3MBTL1 inh -1%, RECQ1 helicase -3% and GAA inh -3%.
`Cc1nc(N)sc1-c1csc(Nc2ccccn2)n1` gave TRb SRC2 PPI -2%, TexasRed fluor -1%, GoLoco inh red 16%, GAA spleen mod -17%, GAA glycogen mod inconclusive, L3MBTL1 inh -8%, RECQ1 helicase 13% and GAA inh -10%.
For CCOc1cc(S(=O)(=O)N2CCCC2)c(C)cc1C the results were TRb SRC2 PPI 8%, TexasRed fluor -3%, GoLoco inh red 6%, GAA spleen mod 0%, GAA glycogen mod -3%, L3MBTL1 inh 17%, RECQ1 helicase inactive and GAA inh -1%.
For Cc1cc(C)c2nc(Nc3nc(-c4ccccc4)cc(=O)[nH]3)nc(C)c2c1 the results were TRb SRC2 PPI 1%, TexasRed fluor -3%, GoLoco inh red 23%, GAA spleen mod -1%, GAA glycogen mod 5%, L3MBTL1 inh 15% and RECQ1 helicase inactive.
Screening O=S(=O)(NCC(c1cccnc1)N1CCN(c2ccc(F)cc2)CC1)c1cccs1 (stereo not drawn) returned TRb SRC2 PPI -17%, TexasRed fluor 0%, GoLoco inh red 3%, GAA spleen mod -1%, GAA glycogen mod -1%, L3MBTL1 inh -8%, RECQ1 helicase inactive and GAA inh 1%.
For CC(C)(C)NC(=O)CN(c1cccc([N+](=O)[O-])c1)S(=O)(=O)c1ccccc1 the results were TRb SRC2 PPI -1%[53 µM], TexasRed fluor -1%[53 µM], GoLoco inh red -2%, GAA spleen mod 2%, GAA glycogen mod -7%, L3MBTL1 inh 0%, RECQ1 helicase inactive and GAA inh inconclusive.
Cc1ccc(NC(=S)N(Cc2ccco2)C(C)c2cccs2)cc1 (stereo not drawn) was read as TRb SRC2 PPI -7%, TexasRed fluor -3%, GoLoco inh red 4%, GAA spleen mod 1%, GAA glycogen mod -22%, RECQ1 helicase inactive and GAA inh -10%.
`COC(=O)c1cc(C#N)c(N(C)Cc2ccccc2)nc1C` gave TRb SRC2 PPI -6%, TexasRed fluor -4%, GoLoco inh red 6%, GAA spleen mod -2%, GAA glycogen mod 2%, RECQ1 helicase -14% and GAA inh 0%.
`Cc1ccc(NC(=O)NCCCc2ccccc2)cc1` gave TRb SRC2 PPI 0%, TexasRed fluor -1%, GoLoco inh red 1%, GAA spleen mod 1%, GAA glycogen mod -4%, L3MBTL1 inh -1%, RECQ1 helicase -5% and GAA inh -3%.

Four entries picked at random from the list so far:
For Cc1cc(C)c2nc(Nc3nc(-c4ccccc4)cc(=O)[nH]3)nc(C)c2c1 the results were TRb SRC2 PPI 1%, TexasRed fluor -3%, GoLoco inh red 23%, GAA spleen mod -1%, GAA glycogen mod 5%, L3MBTL1 inh 15% and RECQ1 helicase inactive.
Screening O=S(=O)(NCC(c1cccnc1)N1CCN(c2ccc(F)cc2)CC1)c1cccs1 (stereo not drawn) returned TRb SRC2 PPI -17%, TexasRed fluor 0%, GoLoco inh red 3%, GAA spleen mod -1%, GAA glycogen mod -1%, L3MBTL1 inh -8%, RECQ1 helicase inactive and GAA inh 1%.
`Cc1ccc(NC(=O)NCCCc2ccccc2)cc1` gave TRb SRC2 PPI 0%, TexasRed fluor -1%, GoLoco inh red 1%, GAA spleen mod 1%, GAA glycogen mod -4%, L3MBTL1 inh -1%, RECQ1 helicase -5% and GAA inh -3%.
For COc1ccc(C)cc1NC(=O)C(=O)N/N=C(\C)CC(=O)Nc1cccnc1 the results were TRb SRC2 PPI -2%, TexasRed fluor 1%, GoLoco inh red 22%, GAA spleen mod 1%, GAA glycogen mod inconclusive, L3MBTL1 inh 3%, RECQ1 helicase -1% and GAA inh 0%.

The listing continues.
For CCn1c(CSc2nc(C)cc(C)n2)nnc1SCC(=O)Nc1ccccc1 the results were TRb SRC2 PPI -4%, TexasRed fluor -3%, GoLoco inh red 3%, GAA spleen mod 0%, GAA glycogen mod 4%, L3MBTL1 inh 3%, RECQ1 helicase 7% and GAA inh 0%.
`CN(C)c1oc(-c2ccc(OCc3ccc(Cl)cc3)cc2)nc1C#N` gave TRb SRC2 PPI -6%, TexasRed fluor -6%, GoLoco inh red 2%, GAA spleen mod -2%, GAA glycogen mod 7%, RECQ1 helicase inactive and GAA inh 4%.
`CC(C)=C1C2CCC1C1C(=O)N(NC(=O)c3ccco3)C(=O)C21` (stereo not drawn) gave TRb SRC2 PPI 0%, TexasRed fluor -1%, GoLoco inh red -11%, GAA spleen mod -4%, GAA glycogen mod 6%, L3MBTL1 inh -12%, RECQ1 helicase -6% and GAA inh -4%.
For COC(=O)C1=C(N)Oc2cc(C)n(C)c(=O)c2C1c1ccc(Cl)c(Cl)c1 (stereo not drawn) the results were TRb SRC2 PPI 3%, TexasRed fluor -3%, GoLoco inh red 4%, GAA spleen mod -6%, GAA glycogen mod 3%, L3MBTL1 inh 6%, RECQ1 helicase inactive and GAA inh -5%.
`COc1ccc(C(C(=O)NCc2ccccc2)N(Cc2cccs2)C(=O)c2cnccn2)cc1` (stereo not drawn) gave TRb SRC2 PPI -5%, TexasRed fluor 2%, GoLoco inh red -2%, GAA spleen mod -2%, GAA glycogen mod 13%, L3MBTL1 inh -4%, RECQ1 helicase -11% and GAA inh 3%.
Screening Cc1cc(C)nc(Nc2nc(=O)c3ccccc3s2)n1 returned TRb SRC2 PPI -3%, TexasRed fluor 2%, GoLoco inh red 2%, GAA spleen mod 6%, GAA glycogen mod 6%, L3MBTL1 inh 4%, RECQ1 helicase inactive and GAA inh 0%.
O=C(CN(c1ccccc1)S(=O)(=O)c1ccccc1[N+](=O)[O-])Nc1ccccc1C(=O)N1CCOCC1 was read as TRb SRC2 PPI 4%, TexasRed fluor 0%, GoLoco inh red -3%, GAA spleen mod -4%, GAA glycogen mod -10%, L3MBTL1 inh 2%, RECQ1 helicase -8% and GAA inh 5%.
`COc1cc(OC)nc(NC(=O)NS(=O)(=O)c2ccc(OC(F)(F)F)cc2)n1` gave TRb SRC2 PPI 9%, TexasRed fluor 2%, GoLoco inh red -5%, GAA spleen mod -3%, GAA glycogen mod 9%, L3MBTL1 inh -8%, RECQ1 helicase -8% and GAA inh -3%.
Screening O=S(=O)(c1ccc(Cl)c2ccccc12)N1CCCC1 returned TRb SRC2 PPI 1%, TexasRed fluor -5%, GoLoco inh red 6%, GAA spleen mod 0%, GAA glycogen mod -9%, L3MBTL1 inh 7%, RECQ1 helicase inactive and GAA inh -15%.
For c1ccc2c(NCC3CCCO3)nc(N3CCOCC3)nc2c1 (stereo not drawn) the results were TRb SRC2 PPI 7%, TexasRed fluor -5%, GoLoco inh red -1%, GAA spleen mod 4%, GAA glycogen mod 5%, L3MBTL1 inh 2%, RECQ1 helicase 20% and GAA inh inconclusive.
Screening CCOc1ccc2nc(N3CCOCC3)nc(C)c2c1 returned TRb SRC2 PPI -5%, TexasRed fluor -3%, GoLoco inh red 20%, GAA spleen mod 24%, GAA glycogen mod 7%, L3MBTL1 inh 38%[activator], RECQ1 helicase 14% and GAA inh inconclusive.
`O=C(CSc1nnc(NC2CCCCC2)s1)Nc1ccc2c(c1)C(=O)c1ccccc1C2=O` gave TRb SRC2 PPI 5%, TexasRed fluor -4%, GoLoco inh red 20%, GAA spleen mod 1%, GAA glycogen mod 24%, L3MBTL1 inh -13%, RECQ1 helicase -14% and GAA inh 2%.
`Cc1cnc(NC(=O)CSc2nc3ccccc3c(=O)[nH]2)s1` gave TRb SRC2 PPI -2%, TexasRed fluor -7%, GoLoco inh red 0%, GAA spleen mod 0%, GAA glycogen mod 5%, L3MBTL1 inh -4%, RECQ1 helicase 5% and GAA inh 4%.
CCOC(=O)C(=NC1CCS(=O)(=O)C1)NNc1ccc(Br)cc1 (stereo not drawn) was read as TRb SRC2 PPI -4%, TexasRed fluor -1%, GoLoco inh red 3%, GAA spleen mod 6%, GAA glycogen mod 0%, L3MBTL1 inh -12%, RECQ1 helicase inactive and GAA inh -5%.
`O=C(c1ccccc1)[C@H]1[C@H](c2ccccc2)[C@@]2(N=C(c3ccccc3)OC2=O)C2c3ccccc3C=NN21` (stereo partly drawn) gave TRb SRC2 PPI -18%, TexasRed fluor 2%, GoLoco inh red 42%[activator], GAA spleen mod -18%, GAA glycogen mod 1%, L3MBTL1 inh 11%, RECQ1 helicase -10% and GAA inh 0%.
`Cc1ccnc(NC(=O)c2sc3cc(Cl)ccc3c2Cl)c1` gave TRb SRC2 PPI -11%, TexasRed fluor 0%, GoLoco inh red 6%, GAA spleen mod -7%, GAA glycogen mod 9%, L3MBTL1 inh -7%, RECQ1 helicase 7% and GAA inh 5%.

Only part of the results is shown; rates above refer to the full screens.
